Assay outcomes: PubChem, NCI
Growth percent in the NCI-60 one-dose screen (48 h, 10 µM unless noted): 100 = growth as untreated, 0 = no growth, -100 = all killed.
EKVX: EKVX NSCLC; hit rate 3% among 71,000; AID 1794765
SK-MEL-28: SK-MEL-28 melanoma; hit rate 4.1% among 81,000
UACC-62: UACC-62 melanoma; hit rate 5.4% among 81,000
UACC-257: UACC-257 melanoma; hit rate 4.4% among 78,000; AID 1794764
A549/ATCC: A549/ATCC NSCLC; hit rate 3.7% among 81,000
M14: M14 melanoma; hit rate 6.2% among 80,000
HOP-92: HOP-92 NSCLC cells. hit rate 6.3% among 71,000
SK-MEL-5: SK-MEL-5 melanoma; hit rate 6.4% among 80,000
An asterisk follows results filed as active; x = not tested or not shown. Rule for the calls: active = growth percent below 10; inactive = the rest.

SMILES | EKVX | SK-MEL-28 | UACC-62 | UACC-257 | A549/ATCC | M14 | HOP-92 | SK-MEL-5
COc1ccc(/C=C2/C(=O)N=C3N2NC(c2ccccc2)=CN3c2ccccc2)cc1 | 103 | 108 | 94 | 108 | 104 | 98 | 102 | 97
O=C(CCCCCCSc1nc(-c2ccccc2)cc(-c2ccccc2)n1)NO | 57 | 40 | 13 | 29 | 27 | 32 | 7.8* | 9.2*
O=C(Cc1ccccc1)c1ccc(O)cc1 | 105 | 109 | 105 | 109 | 91 | 106 | 110 | 108
O=[N+]([O-])c1cccc(Br)c1 | 113 | 112 | 102 | 113 | 103 | 102 | 85 | 101
Nc1nc(Nc2ccc(Cl)cc2)nn1S(=O)(=O)c1ccc(-c2ccc(F)cc2)cc1 | 81 | 94 | 72 | 107 | 72 | 90 | 76 | 99
O=C(CN1CCN(c2cc3c(cc2F)c(=O)c(C(=O)O)cn3C2CC2)CC1)Nc1nc(-c2ccc(Cl)cc2)cs1 | 35 | 43 | 20 | 7.8* | 11 | 27 | -5.3* | 10
COc1ccc(NC(=O)/N=c2\oc3c(OC)cccc3cc2-c2cc3ccccc3[nH]2)cc1 | 72 | 82 | 66 | x | 56 | 93 | -10.0* | 61
CCCCN(CCCC)C(C)C(O)c1ccc2cc(Br)c3ccccc3c2c1 (stereo not drawn) | 92 | 96 | 89 | 94 | 90 | 84 | x | 91
COc1ccc(/C=N/NC(=O)c2cnn(CC(O)c3ccccc3)c2N)cc1OC (stereo not drawn) | 105 | 99 | 98 | 93 | 88 | 101 | 88 | 98
CC(C)(N=Nc1ccc([N+](=O)[O-])cc1)[N+](=O)[O-] | 66 | 89 | 46 | 87 | 77 | 58 | x | 98
Cc1cc(C)c2c(n1)sc1c(Nc3ccc(OCc4ccc(Cl)cc4)cc3)ncnc12 | x | 107 | 102 | 108 | 100 | 99 | 88 | 108
O=c1onc(-c2cc3ccccc3nc2Cl)n1-c1cccc(Cl)c1 | 65 | 97 | 56 | 88 | 83 | 79 | 63 | 76
CCCCCCCCCCC[C@@H](C[C@H]1OC(=O)[C@H]1CCCCCC)OC(=O)[C@@H](CC(C)C)NC=O | 96 | 111 | 77 | 100 | 84 | 63 | x | x
O=C1COCCN1c1ccc(N2C(=O)C(Cl)C2c2cn(Cc3ccc(F)cc3)c3ccccc23)cc1 (stereo not drawn) | 101 | 110 | 99 | 109 | 100 | 104 | 104 | 103
COc1ccc(NC(=O)Nc2cnn(-c3ccc(S(N)(=O)=O)cc3)c2-c2ccccc2)cc1 | 105 | 116 | 99 | 92 | 89 | 100 | 90 | 104
Cn1c(CO)nc2ccccc21 | 98 | 106 | 93 | 99 | 99 | 105 | 103 | 98
COc1ccc(/C=C/C(=O)NCC(C)O)cc1 (stereo not drawn) | 99 | 102 | x | x | 83 | 101 | 101 | 101
COc1ccc(C2NC(=O)Cc3c2sc2c(F)cccc32)c(OC)c1 (stereo not drawn) | 93 | 111 | 89 | 106 | 110 | 95 | 97 | 97
NC(=O)c1c(NC(=O)Nc2ccc(F)c(Cl)c2)sc2cc(O)ccc12 | 71 | 107 | 72 | 99 | 47 | 90 | 100 | 89
COC(=O)c1nc(-c2ccccc2)oc1N1CCCCC1 | 93 | 96 | 83 | 97 | 92 | 103 | 96 | 93
O=C1C=C(NCCN2CCOCC2)C(=O)c2c(OCc3ccccc3)cccc21 | x | 105 | 87 | 95 | 93 | 103 | 85 | 94
O=Nc1nc2ncccn2c1-c1ccccc1 | 103 | 106 | 95 | 93 | 100 | 103 | 102 | 105
O=c1c(-c2n[nH]c(=S)o2)cnc2n1CCCCC2 | 94 | 111 | 102 | 97 | 94 | 107 | 102 | 98
O=C(Nc1ncccc1OCc1ccccc1Cl)Nc1cccc2ccccc12 | 92 | 97 | 82 | 76 | 85 | 74 | 80 | 95
Cc1ncc(C(=O)Nc2ccc(CN3CCN(C)CC3)c(C(F)(F)F)c2)cc1C#Cc1cnc(N)c2ncccc12 | 43 | -77* | 7.1* | 31 | 21 | -80* | 15 | -59*

Continued.
SMILES | EKVX | SK-MEL-28 | UACC-62 | UACC-257 | A549/ATCC | M14 | HOP-92 | SK-MEL-5
COc1ccc2c(c1OC)C(=O)O[C@H]2[C@H]1c2c(cc3c(c2OC)OCO3)CCN1C | 95 | 100 | 109 | 95 | 101 | 95 | 97 | 96
O=C1Nc2ccccc2C12Nc1cc(Cl)ccc1S2 (stereo not drawn) | 74 | 138 | 81 | 138 | 99 | 92 | x | 82
c1csc(-c2nc(-c3cc4ccccc4c(N4CCOCC4)n3)cs2)c1 | 88 | 55 | 29 | 17 | 96 | 49 | 116 | 54
C[C@H](c1nc2ccccc2[nH]1)[C@H]1CC[C@H]2[C@@H]3CCC4=CC(=O)CC[C@]4(C)[C@H]3CC[C@]12C | 73 | x | 97 | 100 | 93 | 92 | 76 | 65
CC1CCN(C)CC1 | x | 108 | 106 | 106 | 110 | 106 | x | 102
COc1ccc(C(=O)/C=C/c2ccc3c(c2)OCO3)cc1 | 97 | 99 | 89 | 95 | 95 | 103 | x | 89
NC(N)=N/N=C(\C(=N\N=C(N)N)c1ccccc1)c1ccccc1 | 117 | 108 | 110 | 104 | 103 | 102 | x | x
COc1cccc(C(=O)Nc2cccc(C#Cc3cccc4[nH]nc(N)c34)c2)c1 | 81 | 68 | 58 | 83 | 51 | 33 | x | x
CCOC(=O)c1c(C)[nH]c(C(=O)O)c1C | 125 | 115 | 107 | 86 | 95 | 114 | 103 | 108
COc1cc(C)ccc1Cl | x | 106 | 98 | 89 | 92 | 106 | 104 | 107
Nc1ncnc2c1ncn2C1OC(COC(c2ccccc2)(c2ccccc2)c2ccccc2)C(O)C1O (stereo not drawn) | 92 | 96 | 96 | 108 | 94 | 101 | 87 | 92
O=C(OCc1ccc2cccc(O)c2n1)c1cc2cc(F)ccc2[nH]1 | 80 | x | 97 | 99 | 106 | 102 | 63 | 104
NC/C(=C/F)COc1ccc2nc(NCc3cccnc3)oc2c1 | 68 | 110 | 101 | 96 | 95 | 103 | 116 | 100
COC(=O)c1cccc2c1C(=O)c1ccccc1-2 | 108 | 117 | 103 | 111 | 101 | 115 | x | 104
O=C(Nc1ccccc1Br)c1ccc(Cl)cc1Cl | 85 | 101 | 92 | 115 | 97 | 99 | 96 | 91
C=C1SC(=Nc2ccccc2Cl)N(C(=O)c2sc3ccccc3c2Cl)C1(C)C | 54 | 113 | 60 | 98 | 44 | 87 | 54 | 67
N#CCCN1CCCC1=O | 104 | 102 | 101 | 111 | 110 | 93 | 104 | 94
O=S(=O)(O)CCCCS(=O)(=O)c1ccccc1 | x | 113 | 97 | 98 | 105 | 96 | 93 | 103
COc1ccc(-c2nc3ccc(C)cc3c3c2c(=O)n(C)c(=O)n3C)cc1OC | 102 | 112 | 90 | 114 | 90 | 109 | 99 | 103
CCOC(=O)c1ccc(Nc2nc(/C=C/c3ccc(OC)cc3)nc3ccccc23)cc1 | 100 | 108 | 87 | 96 | 94 | 101 | 83 | 93
COc1cc(/C=N/NC(=O)c2cnn3c2NC(c2ccccc2)C3)ccc1Oc1ccccc1 (stereo not drawn) | 58 | 35 | 13 | 42 | 26 | 18 | 26 | 28
CCOC(=O)c1nc2sc3c(c2c(=O)[nH]1)CCCC3 | 97 | 115 | 91 | 100 | 101 | 106 | 105 | 102
CCC(=C(c1ccc(OCCCN(C)C)cc1)c1ccc(OCCCN(C)C)cc1)c1ccc(Cl)cc1 | -87* | -90* | -80* | -77* | -70* | -83* | -80* | -96*
COc1cc2nc(Cl)nc(Nc3cccc(C4=NN(C(C)=O)C(c5ccc(Cl)cc5)C4)c3)c2cc1OC (stereo not drawn) | 72 | 91 | 85 | 102 | 70 | 86 | 82 | 80
Brc1ccc(Br)c2cnccc12 | 76 | 100 | 99 | 109 | 96 | 109 | x | 102

Rewritten with tabs: part of the list above
Structure	EKVX	SK-MEL-28	UACC-62	UACC-257	A549/ATCC	M14	HOP-92	SK-MEL-5
CCOC(=O)c1c(C)[nH]c(C(=O)O)c1C	125	115	107	86	95	114	103	108
COc1cc(C)ccc1Cl	x	106	98	89	92	106	104	107
Nc1ncnc2c1ncn2C1OC(COC(c2ccccc2)(c2ccccc2)c2ccccc2)C(O)C1O (stereo not drawn)	92	96	96	108	94	101	87	92
O=C(OCc1ccc2cccc(O)c2n1)c1cc2cc(F)ccc2[nH]1	80	x	97	99	106	102	63	104
NC/C(=C/F)COc1ccc2nc(NCc3cccnc3)oc2c1	68	110	101	96	95	103	116	100
COC(=O)c1cccc2c1C(=O)c1ccccc1-2	108	117	103	111	101	115	x	104
O=C(Nc1ccccc1Br)c1ccc(Cl)cc1Cl	85	101	92	115	97	99	96	91
C=C1SC(=Nc2ccccc2Cl)N(C(=O)c2sc3ccccc3c2Cl)C1(C)C	54	113	60	98	44	87	54	67
N#CCCN1CCCC1=O	104	102	101	111	110	93	104	94
O=S(=O)(O)CCCCS(=O)(=O)c1ccccc1	x	113	97	98	105	96	93	103
COc1ccc(-c2nc3ccc(C)cc3c3c2c(=O)n(C)c(=O)n3C)cc1OC	102	112	90	114	90	109	99	103
CCOC(=O)c1ccc(Nc2nc(/C=C/c3ccc(OC)cc3)nc3ccccc23)cc1	100	108	87	96	94	101	83	93
COc1cc(/C=N/NC(=O)c2cnn3c2NC(c2ccccc2)C3)ccc1Oc1ccccc1 (stereo not drawn)	58	35	13	42	26	18	26	28
CCOC(=O)c1nc2sc3c(c2c(=O)[nH]1)CCCC3	97	115	91	100	101	106	105	102
CCC(=C(c1ccc(OCCCN(C)C)cc1)c1ccc(OCCCN(C)C)cc1)c1ccc(Cl)cc1	-87*	-90*	-80*	-77*	-70*	-83*	-80*	-96*

Later entries.
SMILES | EKVX | SK-MEL-28 | UACC-62 | UACC-257 | A549/ATCC | M14 | HOP-92 | SK-MEL-5
Cc1ccc2sc(C)cc(=O)c2c1 | 114 | 111 | 103 | 107 | 99 | 110 | x | 109
O=CNc1ccccc1Sc1ccc(C(=O)O)cc1[N+](=O)[O-] | 100 | 112 | 96 | 109 | 101 | 99 | 93 | 98
OC(CBr)C(O)C(O)C(O)CBr (stereo not drawn) | 105 | 118 | 98 | 99 | 100 | 109 | 109 | 102
O=C1NN(C(=O)c2ccc(O)cc2)C(c2ccccc2)=N/C1=C\c1cn(-c2ccccc2)nc1-c1ccccc1 | 102 | 101 | 93 | 94 | 100 | 96 | 95 | 99
C/C(CC(c1ccccc1)N1CCc2ccccc2C1)=N/O (stereo not drawn) | x | 105 | 98 | 93 | 96 | 97 | 63 | 90
COCO[C@@]12C(=O)N(C)c3cccc(c31)C=C1C(C)(C)N(Cc3ccc(OC)cc3OC)C(=O)[C@]12C(=O)OC | 109 | 99 | 95 | 90 | 84 | 99 | 78 | 100
Fc1ccc(Oc2ccc(F)cc2)cc1 | 98 | 107 | 100 | 104 | 98 | 103 | 112 | 100
COc1ccc(-c2c(C#N)c(N)n3nc(N)c(C#N)c3c2C#N)cc1 | 89 | 100 | 83 | 87 | 92 | 84 | 90 | 93
Cc1cc(C)c(CCO)c(C)c1 | 126 | 104 | 96 | 110 | 96 | 111 | x | 107
Cc1nccc2c3ccc(OCc4cn(-c5ccc(Br)cc5)nn4)cc3n(CC(C)C)c12 | 59 | 67 | 38 | 27 | 41 | 43 | 16 | 13
Nc1ccccc1NC(=O)c1ccc(-n2nc(-c3ccccc3)c3ccccc32)cc1 | 90 | 100 | 78 | 86 | 75 | 89 | 79 | 83
COc1ccc2[nH]c(O)c(N=NC(=O)c3oc4ccccc4c3C)c2c1 | 37 | 16 | 34 | 50 | -24* | 29 | -44* | x
Cn1c(S)c(N=Nc2cccc3ccccc23)sc1=O | 62 | 109 | 90 | 98 | 96 | 84 | 72 | 88
CNC(=O)c1cc(Oc2cccc3nc(NC(=O)Nc4cc(C(F)(F)F)ccc4Cl)ccc23)ccn1 | 100 | 92 | 96 | 98 | 90 | 95 | 115 | 80
COC(=O)[C@H](Cc1ccccc1)NC(=O)[C@@H](N)CC(=O)O | 105 | 109 | 101 | 100 | 100 | 100 | 103 | 96
CC(=O)c1sc(/N=C2\NC(=O)/C(=C/c3ccc(F)cc3)S2)nc1C | 92 | 99 | 91 | 95 | 89 | 97 | 86 | 91
COc1ccc(CNc2nccnn2)cc1 | 99 | 98 | 93 | 107 | 97 | 96 | 108 | 101
O=C(NCCNc1nccc(-c2c(-c3cccc(F)c3)nc3sccn23)n1)c1c(F)cccc1F | 61 | 51 | 10 | 55 | 29 | 29 | 66 | 17
CCCCCCCCCCCCCCCCNC(=S)N/N=C/c1ccc(O)cc1O | x | 89 | 57 | 86 | 55 | 62 | x | 63
CC1(COC2Nc3ccc([N+](=O)[O-])cc3OC2(C)CO)C=Nc2ccc([N+](=O)[O-])cc2O1 (stereo not drawn) | 94 | 112 | 87 | 97 | 93 | 93 | 103 | 97
O=c1ccn(C2OC(F)(CO)C(O)C2F)c(=O)[nH]1 (stereo not drawn) | 91 | 109 | 103 | 95 | 104 | 95 | 98 | 108
C#CC(NCCC(C)CC(C)(C)C)C(C)C (stereo not drawn) | 96 | 111 | 99 | 119 | 106 | 104 | x | 101
CNC(=O)c1ccccc1Nc1nc(Nc2cc(OC)c(OC)c(OC)c2)ncc1Br | -10* | -14* | -70* | -31* | -10* | -53* | 54 | -22*
O=c1ccc(-c2ccccc2)nn1Cc1nc(-c2ncccn2)no1 | 102 | 109 | 102 | 109 | 106 | 102 | 100 | 105
Cc1ccc(-c2c3c(C)nn(-c4ccccc4)c3nc3nc[nH]c(=O)c23)cc1 | x | 97 | 103 | x | 76 | 111 | 85 | 99

Single values from the results shown.
Reading for CC(C)(N=Nc1ccc([N+](=O)[O-])cc1)[N+](=O)[O-] in UACC-257: 87
Reading for COc1ccc(/C=C/C(=O)NCC(C)O)cc1 (stereo not drawn) in SK-MEL-28: 102
